All columns: NCI-60 one-dose screen, growth in % after 48 h at 10 µM unless noted; 100 = growth as untreated, 0 = no growth, -100 = all killed.
SF-268: SF-268 CNS cancer cells; hit rate 3.1% among 82,000; AID 1794759
SF-539: SF-539 CNS cancer | hit rate 6.8% among 81,000
SF-295: SF-295 CNS cancer cells. hit rate 5.6% among 79,000
SNB-19: SNB-19 CNS cancer cells; hit rate 2.5% among 81,000
U251: U251 CNS tumor cells; AID 1794753; hit rate 5.4% among 80,000
SNB-75: SNB-75 CNS cancer; hit rate 5% among 79,000
PC-3: PC-3 prostate cancer cells; hit rate 3.9% among 80,000; AID 1794754
HCC-2998: HCC-2998 colon cancer | hit rate 4.7% among 79,000
Numbers without * were called inactive; / = no result given; & = joins results of further samples. The calls were made as follows: active = growth percent below 10; inactive = the rest. These rows are one share of the data (hit frequency here may not be typical).

Start of the data: the first 18 records, to show the layout:
No.	Structure	PC-3	SNB-19	SF-539	SNB-75	HCC-2998	U251	SF-268	SF-295
1	COc1cc(CNC(=O)CN2CCCC2=O)ccc1O	92	95	/	82	98	98	98	103
2	O=C1NC(=O)C2C1C1(Cl)C(Cl)=C(Cl)C2(Cl)C1(Cl)Cl (stereo not drawn)	97	101	105	90	/	107	94	/
3	CCOC(=O)c1ccc2c(c1N1CCN(C)CC1)N(O)ON2	109	95	96	92	112	102	99	137
4	C[C@]12CC[C@H]3[C@@H](CC[C@]4(O)C[C@@H](O[C@@H]5O[C@H](CO)[C@@H](O[C@@H]6OC[C@@H](O)[C@H](O)[C@H]6O)[C@H](O)[C@H]5O)CC[C@]34C=O)[C@@]1(O)CC[C@@H]2C1=CC(=O)OC1	4.5*	26	/	28	39	4.1*	-45*	8.5*
5	CC1CCN(C(c2ccccc2)C(O)c2ccccc2)CC1 (stereo not drawn)	70	94	108	90	101	94	98	95
6	CCNC1CCCCC1	96	99	/	85	111	100	98	103
7	Cc1c(OCC(=O)N/N=C/c2ccc(N(CCCl)CCCl)cc2)ccc2c(=O)c3ccccc3oc12	71	/	96	99	113	78	/	96
8	O=Cc1cn(Cc2ccccc2)c2ccccc12	95	94	95	68	33	69	104	100
9	C1=CC(N2CCOCC2)CCC1 (stereo not drawn)	95	105	106	109	107	107	102	101
10	Cc1ccc(O)c(C)c1	93	104	88	102	103	99	97	121
11	CCCCC(CC)COC(=O)CCOCCN1CC1 (stereo not drawn)	107	107	100	99	109	101	96	105
12	CCCCC1(CCC)C(=O)NC(=S)NC1=O	80	/	95	78	106	96	107	102
13	CCC1CN1P(=S)(N1CC1CC)N1CC1CC (stereo not drawn)	101	107	127	96	96	102	106	154
14	OC1CC2CCC(C1)N2 (stereo not drawn)	103	108	105	94	102	100	106	84
15	O=[N+]([O-])c1cc([N+](=O)[O-])c(Cl)s1	97	98	102	/	101	100	105	/
16	Cc1ccc(C(=O)C2C(c3ccccc3)N2Cc2ccccc2)cc1 (stereo not drawn)	84	86	100	59	111	/	108	84
17	CC(Oc1ccc(Cl)cc1Cl)C(=O)O (stereo not drawn)	/	104	115	98	98	109	104	105
18	O=C(O)CCCc1ccc(N(CCCl)CCCl)cc1	64&85	96&102	72&88	90&89	88&85	84&85	70&88	79&100

Main list, previewed entries included:
No.	Structure	PC-3	SNB-19	SF-539	SNB-75	HCC-2998	U251	SF-268	SF-295
1	COc1cc(CNC(=O)CN2CCCC2=O)ccc1O	92	95	/	82	98	98	98	103
2	O=C1NC(=O)C2C1C1(Cl)C(Cl)=C(Cl)C2(Cl)C1(Cl)Cl (stereo not drawn)	97	101	105	90	/	107	94	/
3	CCOC(=O)c1ccc2c(c1N1CCN(C)CC1)N(O)ON2	109	95	96	92	112	102	99	137
4	C[C@]12CC[C@H]3[C@@H](CC[C@]4(O)C[C@@H](O[C@@H]5O[C@H](CO)[C@@H](O[C@@H]6OC[C@@H](O)[C@H](O)[C@H]6O)[C@H](O)[C@H]5O)CC[C@]34C=O)[C@@]1(O)CC[C@@H]2C1=CC(=O)OC1	4.5*	26	/	28	39	4.1*	-45*	8.5*
5	CC1CCN(C(c2ccccc2)C(O)c2ccccc2)CC1 (stereo not drawn)	70	94	108	90	101	94	98	95
6	CCNC1CCCCC1	96	99	/	85	111	100	98	103
7	Cc1c(OCC(=O)N/N=C/c2ccc(N(CCCl)CCCl)cc2)ccc2c(=O)c3ccccc3oc12	71	/	96	99	113	78	/	96
8	O=Cc1cn(Cc2ccccc2)c2ccccc12	95	94	95	68	33	69	104	100
9	C1=CC(N2CCOCC2)CCC1 (stereo not drawn)	95	105	106	109	107	107	102	101
10	Cc1ccc(O)c(C)c1	93	104	88	102	103	99	97	121
11	CCCCC(CC)COC(=O)CCOCCN1CC1 (stereo not drawn)	107	107	100	99	109	101	96	105
12	CCCCC1(CCC)C(=O)NC(=S)NC1=O	80	/	95	78	106	96	107	102

Carrying on.
No.	Structure	PC-3	SNB-19	SF-539	SNB-75	HCC-2998	U251	SF-268	SF-295
13	CCC1CN1P(=S)(N1CC1CC)N1CC1CC (stereo not drawn)	101	107	127	96	96	102	106	154
14	OC1CC2CCC(C1)N2 (stereo not drawn)	103	108	105	94	102	100	106	84
15	O=[N+]([O-])c1cc([N+](=O)[O-])c(Cl)s1	97	98	102	/	101	100	105	/
16	Cc1ccc(C(=O)C2C(c3ccccc3)N2Cc2ccccc2)cc1 (stereo not drawn)	84	86	100	59	111	/	108	84
17	CC(Oc1ccc(Cl)cc1Cl)C(=O)O (stereo not drawn)	/	104	115	98	98	109	104	105
18	O=C(O)CCCc1ccc(N(CCCl)CCCl)cc1	64&85	96&102	72&88	90&89	88&85	84&85	70&88	79&100
19	N#CCc1ccccc1	97	99	96	105	106	96	93	104
20	Cc1cc(-c2ccc(N)c(C)c2)ccc1N	/	90	95	73	92	115	107	92
21	CC1CN1c1nc(N2CC2C)nc(N2CC2C)n1 (stereo not drawn)	96	121	107	94	104	111	113	115
22	CC(C)(C1CCC(O)CC1)C1CCC(O)CC1 (stereo not drawn)	98&108	107&99	101&102	98	104&102	97&115	93&105	99&117
23	Cc1nc2ccccc2c(=O)n1-c1nccs1	90	97	91	104	99	/	115	90
24	O=c1[nH]c(=O)[nH]c(=O)[nH]1	148	98	104	103	117	132	116	98

(continued)
No.	Structure	PC-3	SNB-19	SF-539	SNB-75	HCC-2998	U251	SF-268	SF-295
25	C=CCN(CC=C)N=O	89	111	101	106	110	105	101	116
26	CCCCCCCCCCOC(=O)CCN1CC1	97	107	113	90	104	96	104	89
27	COc1ccc(/C=C/C(=O)c2cc(S(=O)(=O)N(CCCl)CCCl)c(OC)cc2OC)cc1	95	68	80	114	107	58	90	90
28	OC(Cc1ccccn1)C(Cl)(Cl)Cl (stereo not drawn)	94	98	95	107	105	100	105	104
29	COC1C(OC(=O)/C=C/C=C/C=C/C=C/C(=O)O)CCC2(CO2)C1C1(C)OC1CC=C(C)C (stereo not drawn)	25	66	105	70	85	64	95	94
30	CC12CCC3C(CC=C4CC(O)CCC43C)C1C/C(=C\c1ccc(N(CCCl)CCCl)cc1)C2=O (stereo not drawn)	74	/	77	92	92	68	83	84
31	Cc1ccc(NC(=O)Oc2ccccc2)cc1S(=O)(=O)F	96	103	99	89	/	95	101	/
32	COC(=O)C12CCc3cc(OC)ccc3C1=CC(=O)C2 (stereo not drawn)	101	109	101	93	108	115	102	/
33	Cn1c(=O)oc(=O)c2ccccc21	101	104	105	93	105	104	110	113
34	COc1ccc(N)cc1OC	80	101	110	92	111	117	106	94
35	CC[C@@H](C(N)=O)N1CCCC1=O	97	110	97	102	96	100	101	125
36	O=[N+]([O-])c1cccc2c1Oc1ccccc1O2	94	110	99	93	110	115	98	106

(next part)
No.	Structure	PC-3	SNB-19	SF-539	SNB-75	HCC-2998	U251	SF-268	SF-295
37	CC(=O)O[C@H]1C(=O)[C@@]2(C)[C@H]([C@H](OC(=O)c3ccccc3)[C@]3(O)C[C@H](OC(=O)[C@H](OC(=O)OC[C@H]4COC(C)(C)O4)[C@@H](NC(=O)c4ccccc4)c4ccccc4)C(C)=C1C3(C)C)[C@]1(OC(C)=O)CO[C@@H]1C[C@@H]2O	21	12	-13*	-20*	1.9*	16	30	-6.6*
38	CC[C@H](C)[C@H](NC(=O)[C@H]1CCCCN1C)C(=O)N(C)[C@H](CCc1nc(C(=O)N[C@@H](Cc2ccccc2)C[C@H](C)C(=O)O)cs1)C(C)C	29	39	-13*	28	22	8.0*	21	-1.2*
39	COc1ccc(/C=C/C(=O)c2nc3ccccc3n2Cc2ccc(Br)cc2)cc1	57	74	78	66	54	50	68	82
40	CCCn1cc(C(=O)C2C(C)(C)C2(C)C)c2ccccc21	102	108	109	104	110	100	102	95
41	[Cl][Hg][n]1c(-c2ccco2)nc2ccccc21	99	93	99	92	116	92	105	106
42	CC(=O)O[C@H]1CC[C@H]2[C@@H]3CC=C4c5nc(-c6ccc(O)cc6)sc5CC[C@]4(C)[C@H]3CC[C@]12C	96	87	55	68	112	60	94	35
43	Cc1ccc(Nc2[nH]c(=S)nc3[se]c4c(c23)CCCCC4)cc1	87	110	99	94	121	98	120	79
44	CN(C)C1C(=O)C(C(=O)NP(=O)(NCCCO)N(CCCl)CCCl)=C(O)C2(O)C(=O)C3=C(O)c4c(O)cccc4C(C)(O)C3CC12 (stereo not drawn)	115	99	100	82	75	91	101	139
45	OC(CNC1CCCCC1)c1ccccc1 (stereo not drawn)	114	114	97	102	98	107	113	101

Compound activity deposited in PubChem by NCI.
